Screening results (PubChem BioAssay)
FN deposition inh – inhibitors of fibronectin matrix deposition, primary screen, AH1F cells, Alexa488-fibronectin fluorescence, plate reader; AH1F fibroblasts, overnight; inhibition, % at 12.6 µM; 350,000 compounds, 0.086% hits; AID 743247, 2014;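 active means mean inhibition across replicates of 30% or more, regardless of how many single replicates reach that level; inconclusive means mean under 30% yet at least half of replicates reach 30%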;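 further: positive control wells lacked labelled fibronectin entirely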
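Test system: AH1F fibroblast monolayer depositing Alexa488-labelled fibronectin into matrix. Input: 10000 cells per well. Technique: fluorescence, ex 485 nm, em 525 nm. Buffer or medium: DMEM plus 2% serum, read in PBS. Timing: 1 h cell adhesion before compound, then overnight fibronectin incubation. Compound: single dose, pinned. Read-out basis: inhibition from reduced deposited-fibronectin fluorescence.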
PglD inh – C. jejuni PglD acetyltransferase inhibitors, primary screen, biochemical, DTNB colorimetric, single point. AID 602405, 2012. purified PglD enzyme, DTNB colorimetric CoA detection. inhibition, % at 12.5 µM. UDP-N-acetylbacillosamine N-acetyltransferase PglD (Campylobacter jejuni). 360,000 compounds, 0.098% hits; in the data active means inhibition above about 16%, passing the limit was not always enough; inconclusive means no clear call, values can overlap the other calls; further: strong numbers were not always called active
ERAP1 HTS inh – human ERAP1 aminopeptidase inhibitors, primary screen, biochemical, single point, plate reader; 340,000 compounds, 0.15% hits; recombinant ERAP1, Leu-AMC fluorescence, 60 min; AID 652197, 2013; inhibition, % at 10.7 µM;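 active means mean replicate inhibition of at least 30%, or all replicates individually reaching that 30% level; inactive means mean below 30% and not every replicate reaching it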;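 further: 0% = neutral control wells and 100% = L-leucinethiol positive control wells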
Target sequence (Q9NZ08 whole entry, looked up): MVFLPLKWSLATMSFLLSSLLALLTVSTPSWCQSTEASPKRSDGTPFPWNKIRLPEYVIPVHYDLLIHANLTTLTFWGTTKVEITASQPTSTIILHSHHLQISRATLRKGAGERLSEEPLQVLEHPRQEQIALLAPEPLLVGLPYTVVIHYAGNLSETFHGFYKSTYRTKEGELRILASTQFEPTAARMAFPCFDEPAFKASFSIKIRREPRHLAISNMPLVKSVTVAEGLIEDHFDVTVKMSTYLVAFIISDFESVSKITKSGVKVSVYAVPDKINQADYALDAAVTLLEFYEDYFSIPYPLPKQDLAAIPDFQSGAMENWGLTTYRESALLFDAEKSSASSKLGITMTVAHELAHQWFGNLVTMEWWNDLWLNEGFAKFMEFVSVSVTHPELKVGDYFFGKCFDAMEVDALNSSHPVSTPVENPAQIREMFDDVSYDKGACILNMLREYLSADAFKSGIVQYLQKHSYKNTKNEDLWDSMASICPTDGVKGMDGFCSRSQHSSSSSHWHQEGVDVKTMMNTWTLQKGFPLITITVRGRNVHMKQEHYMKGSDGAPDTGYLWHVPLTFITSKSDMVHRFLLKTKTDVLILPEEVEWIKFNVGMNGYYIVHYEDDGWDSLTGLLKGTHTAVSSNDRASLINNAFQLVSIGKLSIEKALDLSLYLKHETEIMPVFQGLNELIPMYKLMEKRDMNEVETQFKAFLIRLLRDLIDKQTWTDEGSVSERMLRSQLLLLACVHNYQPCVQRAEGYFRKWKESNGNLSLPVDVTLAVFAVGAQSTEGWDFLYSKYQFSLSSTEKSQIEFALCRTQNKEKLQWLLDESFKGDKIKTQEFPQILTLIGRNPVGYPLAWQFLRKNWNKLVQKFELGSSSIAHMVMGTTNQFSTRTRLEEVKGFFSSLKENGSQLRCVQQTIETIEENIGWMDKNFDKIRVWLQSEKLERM
S100A4 inh HTS – inhibitors of S100A4-myosin IIA peptide binding, primary screen, biochemical, fluorescence polarization, TAMRA-MyoIIA peptide | Protein S100-A4 (Homo sapiens), P26447 | inhibition, % at 10.7 µM | 360,000 compounds, 0.14% hits | AID 652163, 2013;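 active means mean inhibition of at least 70% across replicates, with every replicate also reaching that level; inconclusive means mean inhibition reaches 70% but some replicates fall short; inactive means mean inhibition below 70%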
Target sequence (P26447 whole entry, looked up): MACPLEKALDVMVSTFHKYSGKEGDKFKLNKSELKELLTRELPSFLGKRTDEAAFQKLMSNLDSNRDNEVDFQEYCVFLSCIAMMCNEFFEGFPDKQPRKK
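System – human S100A4 monomer protein, biochemical binding assay · Buffer or medium – Calcium-containing HEPES buffer, pH 7.2 · Timing – 5 min between mix addition and reading · Also added – TAMRA-labelled myosin IIA heavy-chain peptide probe, 5 nM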
EWS-Fli inh – EWS/Fli-driven NR0B1 reporter inhibitors, primary screen, A673 cells, NR0B1 luciferase, luminescence, MLPCN library; 350,000 compounds, 0.67% hits; viability-normalised; inhibition, % at 12.6 µM;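 active means mean inhibition of at least 50% after viability correction, with every replicate also passing that limit; inconclusive means mean reaches 50% but only one of two replicates passes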;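 further: firefly luciferase signal divided by Alamar Blue viability fluorescence both relative to DMSO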
PAX8 inh HTS – inhibitors of PAX8-driven TPO luciferase reporter, primary screen, RMG-I cells, single concentration. SteadyGlo, 24 h. inhibition, % at 12.6 µM. 360,000 compounds, 1.2% hits. AID 652154, 2013;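 active means mean replicate inhibition at least 60% with every replicate also reaching 60%; inconclusive means only one of the two criteria is met; inactive means mean below 60% and not all replicates reaching 60%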;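 further: luciferase light reporting Pax8 driven TPO promoter activity; plate controls were median of neutral control wells for no effect and mitoxantrone controls for full effect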
LGR2 inh – inhibitors of bursicon-induced LGR2 CRE-luciferase signal, primary screen, cell-based, HEK293, CRE-luciferase reporter, bursicon stimulation; inhibition, % at 9.99 µM; 380,000 compounds, 0.35% hits; AID 720647, 2013; Drosophila bursicon receptor LGR2 (rickets); bursicon-stimulated, 4 h;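 active means drop in luminescence signal, shown as inhibition above about 50% in the replicate tests, limit read from the data, passing the limit was not always enough; inconclusive means probably only some replicates passing the limit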;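 further: agonist challenge used bursicon conditioned medium at about half maximal strength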
PGC1a acetyl inh – inhibitors of PGC1a acetylation signal, primary screen, cell-based, U2OS, AlphaScreen, inhibitor mode. AlphaScreen anti-acetyl-lysine; with virally co-expressed GCN5 acetyltransferase. inhibition, % at 15.6 µM. 350,000 compounds, 0.17% hits;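 active means every replicate shows inhibition of at least 40%; inconclusive means mean inhibition at least 40% but some replicate below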;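 further: 0% = neutral control wells and 100% = positive control wells; some results beyond the cut were filed as inactive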
The depositor's hits bear a star; u = inconclusive; x = not tested or not shown.

SMILES | FN deposition inh | PglD inh | ERAP1 HTS inh | S100A4 inh HTS | EWS-Fli inh | PAX8 inh HTS | LGR2 inh | PGC1a acetyl inh
Cc1noc(C(F)(F)F)c1C(=O)NNC(=O)c1cccc(C(F)(F)F)c1 | 0.0 | x | 2.7 | -1.8 | -0.3 | -17.1 | 1.0 | x
Cc1ccc(-c2cc(C(=O)N3CCOCC3)no2)cc1 | -2.3 | -1.5 | 4.0 | -3.4 | 54.1* | 9.3 | 62.7* | x
C[C@H]1CN([C@@H](C)CO)C(=O)c2cc(C#CC3CCCCC3)cnc2O[C@@H]1CN(C)S(=O)(=O)c1ccccc1 | x | -2.6 | -0.2 | -3.9 | 9.2 | x | 13.8 | 5.1
C[C@@H]1CN([C@@H](C)CO)C(=O)c2cc(NS(=O)(=O)c3cn(C)cn3)ccc2O[C@@H]1CN(C)Cc1ccc(-c2ccccc2)cc1 | 19.2 | 1.6 | -2.5 | 7.6 | 6.6 | 0.3 | -18.6 | -0.9
CN(CCc1cnn(C)c1)Cc1cn(C)nc1-c1ccc2c(c1)OCCO2 | 5.5 | x | 0.7 | 0.6 | -2.7 | -8.1 | x | x
COc1cc(C)c(NC(=O)c2cc(C3CC3)nc3c2cnn3C(C)C)cc1OC | -1.4 | 2.9 | -2.3 | -1.3 | 1.8 | 2.3 | -13.4 | -17.4
COc1ccc(Cl)cc1NC(=O)CSc1nc(C)cc(C)n1 | 10.6 | x | 10.0 | 0.7 | 2.7 | 13.5 | 6.5 | x
Cc1noc(C)c1NC(=O)N(C)C[C@H]1Oc2c(NS(=O)(=O)c3ccc(Cl)cc3)cccc2C(=O)N([C@H](C)CO)C[C@@H]1C | 3.4 | 2.8 | -2.1 | 11.7 | -1.3 | x | 6.4 | 6.5
O=C(Cn1c(=O)oc2cc(S(=O)(=O)N3CCCC3)ccc21)N1CCN(c2ccccn2)CC1 | 0.6 | 1.8 | 1.9 | 7.5 | -7.6 | 24.1 | 6.6 | 5.6
CSc1ccc(CN(C)CC(=O)NC(C)c2ccccc2)cc1 (stereo unspecified) | 4.6 | -6.0 | 1.5 | -4.0 | 7.5 | -48.1 | 8.5 | -4.2
CCC(C)[C@H]1CN=C(N)N1CCc1cc(C(F)(F)F)cc(C(F)(F)F)c1 (stereo partly specified) | -2.9 | -5.9 | 7.9 | -3.8 | 26.5 | -1.2 | 22.5 | x
Cc1noc(C)c1COc1cccc(C(=O)OCC(=O)NCCN2C(=O)CSC2=O)c1 | x | x | 0.6 | -4.3 | 5.9 | 4.2 | -21.9 | 4.0
CCCOP(=O)(c1ccc(N(C)C)cc1)C(O)c1ccc(Br)cc1 (stereo unspecified) | 1.5 | 5.7 | 0.0 | -8.0 | 7.7 | -21.4 | -12.3 | x
C[C@H](CO)N1C[C@H](C)[C@H](CN(C)Cc2ccc(Oc3ccccc3)cc2)Oc2ncc(-c3cccnc3)cc2C1=O | -1.8 | -2.2 | -2.1 | -2.7 | -5.6 | -2.3 | -6.4 | 9.7
Cc1ccc(S(=O)(=O)N[C@H]2C=C[C@H](CC(=O)N3CCc4ccccc4C3)O[C@H]2CO)cc1 | x | 1.2 | -2.7 | 2.1 | 7.4 | 10.6 | 6.0 | 1.9
N#Cc1c(-c2cccnc2)c2c([nH]c1=O)-c1ccccc1OC2 | 10.4 | -25.6 | 28.4 | 3.2 | 5.6 | -0.9 | 2.3 | -13.3
Cc1ccc(S(=O)(=O)Nc2ccc3c(c2)CC(=O)N([C@H](C)CO)C[C@H](C)[C@@H](CN(C)C(=O)NC(C)C)O3)cc1 | x | 5.5 | -0.1 | 1.0 | 4.4 | -8.0 | 4.6 | 6.1
CC(C)(C)c1ccc(-c2nnc(N)o2)cc1 | -13.4 | x | 3.1 | -0.5 | -82.2 | -133.0 | x | 0.1
C#CCOCCOCCOCCNc1nc(N2CCN(C(=O)[C@H](CCCN=C(N)N)n3cc(C(N)[C@H](C)CC)nn3)CC2)nc(N2CCN(C(=O)[C@H](CC(N)=O)n3cc(C(N)[C@@H](C)CC)nn3)CC2)n1 (stereo partly specified) | 2.2 | 2.8 | x | -0.6 | -2.1 | -7.1 | -13.5 | 6.1
COc1ccccc1NC(=O)N1CC[C@H]2[C@@H]1c1cc(C#Cc3ccc(F)cc3)ccc1N(C)[C@H]2CO | -13.4 | 3.2 | -0.1 | 27.4 | 0.0 | -3.9 | 12.6 | -2.9
COc1ccc2[nH]c(C(=O)O)c(CCC(=O)O)c2c1 | 1.2 | 1.5 | x | x | x | -10.5 | x | -5.3
C[C@@H]1CN([C@@H](C)CO)C(=O)c2cc(NC(=O)CCN3CCOCC3)ccc2O[C@H]1CN(C)Cc1ccc(-c2ccccc2)cc1 | x | -5.6 | -2.3 | -18.7 | x | -6.1 | 4.4 | -4.1
O=C(NCCCl)Nc1ccccc1OCCOc1ccccc1NC(=O)NCCCl | -11.1 | 3.7 | 0.4 | -1.3 | 7.7 | 1.9 | -3.4 | x
CC1(C)CC2(C)Nc3ccccc3N2C(=S)N1 (stereo unspecified) | -0.3 | -5.1 | x | x | x | -7.5 | -15.7 | x
C=C(C)CN(CC)C(=O)CSc1ccc(S(=O)(=O)N2CCN(Cc3ccccc3)CC2)cn1 | 2.7 | -3.0 | -1.7 | 0.4 | -2.0 | 6.4 | -13.5 | -4.5
O=C(/C=C/c1cccc(F)c1)N1CCN(c2ccccn2)CC1 | 1.3 | x | 0.8 | -1.3 | -3.7 | -22.2 | -2.2 | -1.7
COc1cccc(N2CCN(C(=O)C3CCC(=O)N(C4CCCCCC4)C3)CC2)c1 (stereo unspecified) | -1.6 | -2.7 | -0.8 | 3.0 | -5.3 | -9.3 | -0.8 | -4.1
C=CCN(C(=O)COc1ccccc1)c1nnc(-c2ccncc2)s1 | 5.5 | 1.9 | x | x | x | -8.7 | x | -5.2
C/C(CC(=O)Nc1ccc(N(C)C)cc1)=N\NC(=O)Cc1csc(N)n1 | 4.4 | 2.3 | x | x | x | -9.2 | 0.5 | 8.9
O=C(c1ccc(F)cc1)N1CCCCN2[C@H](CO)[C@H](c3ccc(/C=C/c4ccccc4)cc3)[C@@H]2C1 | x | -0.7 | x | x | -6.5 | -33.8 | 19.1 | -1.3
N#Cc1ccccc1S(=O)(=O)N1CCN(c2nc(-c3cccnc3)nc3ccccc23)CC1 | -4.6 | -4.6 | 0.0 | -10.7 | 9.8 | 27.4 | -2.3 | 0.7
C[C@@H](O)C#Cc1ccc([C@@H]2[C@H](CO)N3CCCCN(S(=O)(=O)c4ccccc4)C[C@@H]23)cc1 | x | -2.7 | 0.5 | 8.7 | 4.0 | -18.8 | 1.5 | -0.4
Nc1ccn([C@@H]2O[C@H](C(=O)N3CCSC3)[C@@H](O)[C@H]2O)c(=O)n1 | -6.5 | 1.3 | 0.4 | -4.6 | -5.2 | 0.0 | 1.0 | 6.9
Cc1ccc(C)c(S(=O)(=O)N2CCCOC2CNC(=O)C(=O)NCc2ccccn2)c1 (stereo unspecified) | 2.9 | 8.5 | 3.3 | 0.8 | x | 15.9 | 0.9 | -6.5
Cn1c(CNC(=O)c2ccco2)nnc1SCC(=O)c1ccc(Br)cc1 | -0.4 | -0.8 | 2.1 | -4.4 | -3.3 | 14.2 | -4.3 | x
COc1cccc(C(=O)Nc2ccc3c(c2)C(=O)N(C)C[C@H](OC)[C@@H](C)CN(C(=O)C2CCCC2)[C@H](C)CO3)c1 | 0.5 | 0.5 | -0.6 | 3.5 | 12.0 | -4.5 | -7.8 | x
CCOc1ccccc1N(C)C(=O)c1cn(C)c(=O)c2ccccc12 | -5.0 | -3.0 | -1.3 | -3.6 | 2.7 | -0.3 | -14.3 | 12.8
CCCNC(=O)N1[C@H](CO)[C@H](c2ccccc2)[C@@H]1C#N | -3.4 | 0.2 | 1.1 | -4.9 | 1.4 | 5.5 | -3.3 | -1.0
CC(C(=O)Nc1ccc(C#N)cc1)N(C)Cc1cccs1 (stereo unspecified) | 3.7 | -1.0 | -1.5 | -1.5 | -4.4 | 8.6 | 13.5 | -7.1
O=C(Cc1ccc(Cl)c(Cl)c1)Nc1ccc(SC(F)F)cc1 | 4.6 | -1.5 | -7.0 | -7.0 | -5.8 | -34.3 | -30.2 | 3.3
O=C1C=CC(=O)N1CCNc1ncc(C(F)(F)F)cc1Cl | 2.0 | x | 0.9 | -0.7 | 16.0 | u | 5.5 | -49.1
COCc1c(C(=O)NCCc2ccc(OC(F)F)cc2)oc2ccccc12 | -8.2 | 1.6 | -5.1 | -4.8 | 3.1 | -15.4 | 3.1 | 2.3
Cc1ccc(C(=O)OCC(=O)N2CCCC2)cc1 | 2.8 | -2.0 | 0.9 | 1.7 | -8.1 | -34.7 | -18.6 | x
O=C(COc1ccc(Cl)cc1Br)NC1CC1 | 3.1 | -2.7 | 1.0 | 10.4 | -42.0 | -91.3 | x | 1.7
C[C@H](CO)N1C[C@H](C)[C@@H](CN(C)CC2CCOCC2)Oc2cc(C#C[C@@H](C)O)ccc2S1(=O)=O | -11.9 | -6.5 | -2.8 | -8.5 | 6.6 | -4.0 | -6.6 | -9.8
C[C@H](CO)N1C[C@H](C)[C@@H](CN(C)Cc2ccccn2)Oc2ncc(C#CC3CC3)cc2C1=O | 2.6 | -0.8 | 0.7 | 2.0 | -1.0 | x | -27.4 | -10.0
C[C@H](CO)N1C[C@H](C)[C@H](CN(C)Cc2ccc(C(=O)Nc3ccccc3N)cc2)Oc2c(NC(=O)Nc3ccccc3)cccc2C1=O | x | 1.9 | 2.4 | -7.4 | 38.0 | 21.2 | 31.1 | 5.3
Cc1cnc(-c2nc3ccccc3n2C(C(=O)NC(C)(C)C)c2cc3ccccc3o2)cn1 (stereo unspecified) | 4.6 | x | -1.3 | -5.9 | -27.9 | 5.7 | -64.3 | x
O=C(O)CCCn1cc(NC(=O)COc2ccc(F)cc2F)cn1 | 7.8 | 1.0 | -1.5 | -3.8 | 0.7 | -3.0 | -6.2 | -3.2
Cc1ccc(CNC(=O)CNS(=O)(=O)c2ccc3nc(C)sc3c2)cc1 | -15.6 | x | -3.2 | -1.0 | 2.2 | 9.9 | 1.5 | -4.4

At a glance, part of the list above.
SMILES | FN deposition inh | PglD inh | ERAP1 HTS inh | S100A4 inh HTS | EWS-Fli inh | PAX8 inh HTS | LGR2 inh | PGC1a acetyl inh
Cc1cnc(-c2nc3ccccc3n2C(C(=O)NC(C)(C)C)c2cc3ccccc3o2)cn1 (stereo unspecified) | 4.6 | x | -1.3 | -5.9 | -27.9 | 5.7 | -64.3 | x
O=C(O)CCCn1cc(NC(=O)COc2ccc(F)cc2F)cn1 | 7.8 | 1.0 | -1.5 | -3.8 | 0.7 | -3.0 | -6.2 | -3.2
Cc1ccc(CNC(=O)CNS(=O)(=O)c2ccc3nc(C)sc3c2)cc1 | -15.6 | x | -3.2 | -1.0 | 2.2 | 9.9 | 1.5 | -4.4
